Gal4-VP16 FLuc = VP16 counterscreen qHTS for inhibitors of ROR gamma transcriptional activity; Potency, µM (series often up to 53.6 µM), inactives show at the top dose activity, negative = inhibition, usual class: inhibitors; Drosophila S2 Gal4-VP16 UAS-luciferase, luminescence, 20 h; 310,000 tested, 3.5% active;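 also: Gal4-VP16 expression switched on by copper sulfate through the metallothionein promoter; % is scaled to controls: 0 for no effect and ±100 for the full control effect; nearly all actives have a fitted effect of over 50% in size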
MBNL1 CUG block = qHTS Assay for Inhibitors of MBNL1-poly(CUG) RNA binding. Muscleblind-like protein 1 (Homo sapiens), Q9NR56. TR-FRET MBNL1-His/biotin-(CUG)12 binding, 665/545 ratio. Potency, µM (top dose mostly 57.5 µM), inactives show at the highest dose activity change, negative = inhibition, actives largely listed as inhibitors. 280,000 tested, 0.036% active. AID 2675, 2010; active = well fitted inhibition curve with a large enough effect in the signal ratio, with a control signal flat, not every such curve was filed as active; inconclusive = small, poorly fitted or top-dose-only effect, or effect the other way, or a change in a side signal; inactive = no such curve, though single readings can be large or run the other way; the % refers to the signal ratio; also: % is scaled to controls: 0 for no effect and ±100 for the full control effect
Target sequence (Q9NR56 whole entry, looked up): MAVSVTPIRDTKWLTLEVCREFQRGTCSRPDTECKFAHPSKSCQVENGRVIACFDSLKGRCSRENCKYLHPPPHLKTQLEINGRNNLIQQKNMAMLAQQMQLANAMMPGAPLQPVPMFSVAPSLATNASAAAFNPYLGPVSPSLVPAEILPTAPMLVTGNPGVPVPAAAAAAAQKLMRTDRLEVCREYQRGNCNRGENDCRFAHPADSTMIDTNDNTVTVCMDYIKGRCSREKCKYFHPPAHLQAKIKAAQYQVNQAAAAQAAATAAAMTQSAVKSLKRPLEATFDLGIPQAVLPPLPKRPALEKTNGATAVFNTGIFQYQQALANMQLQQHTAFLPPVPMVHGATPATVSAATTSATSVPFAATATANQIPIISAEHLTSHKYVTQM
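TR-FRET between His-tagged MBNL1 and biotin-(CUG)12 RNA, detected with Tb anti-His antibody (0.055 ng/ul) and streptavidin-XL665 (5 nM), 60 min at room temperature. Compounds titrated 92 nM to 58 uM; 665/545 nm ratio normalized to buffer and complex controls.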
BRCA1 expr act = qHTS Assay to Identify Small Molecule Activators of BRCA1 Expression | MCF7-BRCA1-FFLuc reporter, luminescence, 48 h; response scale: scaled: vehicle 0%, 10 µM genistein 100% | Potency, µM (titrated, usually from 46.1 µM), inactives show at the top dose activation, actives largely listed as activators | 380,000 tested, 1.1% active | AID 624202, 2012; also: nearly all actives have a fitted effect of over 80% in size; some results filed as inactive show a strong effect at the top dose
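MCF7 cells carrying a BRCA1-firefly luciferase reporter (2000 cells/well, phenol-red free MEM) were attached for 2 h at 37 °C, then given compounds for 48 h. Luminescence was read 15 min after luciferase reagent; activity normalized to genistein (10 microM) and DMSO.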
NPC1 prom act = qHTS Assay for NPC1 Promoter Activators | Potency, µM (highest dose often 9.22 µM), for the others: top-dose activation, actives largely listed as activators | AID 485313, 2010 | Huh7 NPC1 promoter luciferase reporter, 24 h | 320,000 tested, 2.4% active;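 also: % of control where 0% means no effect; nearly all actives have a fitted effect of over 60% in size; reporter is driven by a mutant NPC1 promoter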
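Huh7 cells stably carrying NPC1 promoter–luciferase, plated in Opti-MEM with 10% FBS for 2 h, were exposed to compound in DMSO for 24 h at 37 °C; luciferase reagent was added for 10 min and luminescence read.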
Rab9 prom act = qHTS Assay for Rab9 Promoter Activators; Huh7 Rab9 promoter-luciferase reporter, luminescence, 24 h; Potency, µM (series often up to 9.22 µM), for the others: top-dose activation, negative = inhibition, actives largely listed as activators; 320,000 tested, 2.8% active; AID 485297, 2010; also: % of control where 0% means no effect; nearly all actives have a fitted effect of over 60% in size
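Rab9 promoter-driven luciferase in stably transfected Huh7 cells; 1500 cells/well rested 2 h, exposed to compound in DMSO for 24 h at 37 °C, 5% CO2. Luminescence read 10 min after adding luciferase reagent at ambient temperature.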
ELG1 genotoxic = qHTS screen for small molecules that induce genotoxicity in human embryonic kidney (HEK293T) cells expressing luciferase-tagged ELG1 | 330,000 tested, 1.3% active | HEK293T ELG1-luciferase reporter, luminescence, 16 h | Potency, µM (series often up to 46 µM), inactives show at the top dose activity change, positive = activation, actives largely listed as activators; also: % of control where 0% means no effect; nearly all actives have a fitted effect of over 60% in size
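Reporter readout depends on ELG1 protein level, which increases with genetic stress. After 16 hr compound exposure at 37 °C, luciferase activity was quantified using ONE-Glo.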
p53 reactivator = qHTS assay for re-activators of p53 using a Luc reporter; 320,000 tested, 0.063% active; H1299 p53-A138V BP100-luciferase reporter, luminescence, 24 h; Potency, µM (highest dose often 92.2 µM), inactives show at the highest dose activity change, positive = activation, hits mostly activators; also: % of control where 0% means no effect; nearly all actives have a fitted effect of over 45% in size
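p53-null H1299 cells stably carrying temperature-sensitive p53-A138V and a BP100-luciferase reporter were pinned with compounds (4-point, 1:5 series) and held 24 hrs at 37 deg C. Luminescence was read 10 min after detection reagent.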
RORgamma inh = qHTS for inhibitors of ROR gamma transcriptional activity | 310,000 tested, 5.4% active | Drosophila S2 Gal4-RORgamma UAS-luciferase reporter, 20 h | Potency, µM (highest dose often 53.6 µM), without a hit: at the top dose activity change, negative = inhibition, usual class: inhibitors; also: % is scaled to controls: 0 for no effect and ±100 for the full control effect; nearly all actives have a fitted effect of over 60% in size
Target sequence (P51450 whole entry, looked up, the tested form may be a part): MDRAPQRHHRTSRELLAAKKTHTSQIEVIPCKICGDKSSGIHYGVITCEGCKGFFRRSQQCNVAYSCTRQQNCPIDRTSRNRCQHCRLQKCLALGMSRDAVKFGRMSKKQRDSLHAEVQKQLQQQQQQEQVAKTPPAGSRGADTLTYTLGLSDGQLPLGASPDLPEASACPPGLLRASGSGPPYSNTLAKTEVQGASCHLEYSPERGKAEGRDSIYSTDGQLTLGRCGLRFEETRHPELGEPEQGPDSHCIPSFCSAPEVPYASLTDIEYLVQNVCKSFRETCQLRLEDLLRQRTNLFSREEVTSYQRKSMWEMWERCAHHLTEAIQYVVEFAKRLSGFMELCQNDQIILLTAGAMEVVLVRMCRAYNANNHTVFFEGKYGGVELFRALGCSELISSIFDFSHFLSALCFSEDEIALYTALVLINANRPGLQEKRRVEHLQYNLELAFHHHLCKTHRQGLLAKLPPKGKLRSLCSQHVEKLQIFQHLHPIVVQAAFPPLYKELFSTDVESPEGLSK
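Drosophila Schneider cells stably carrying a metallothionein-driven Gal4 DBD–ROR gamma fusion and a UAS-Photinus luciferase reporter were exposed to compound for 1 hr, then induced with copper sulfate (700 uM final) for 20 hr at ambient temperature before luminescence reading.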
uPA generation = qHTS for Inhibitors of Cell Surface uPA Generation | Potency, µM (series often up to 38.3 µM), inactives show top-dose activity change, negative = inhibition, actives largely listed as inhibitors | cell surface uPA generation assay, qHTS | 330,000 tested, 0.31% active; active = well fitted inhibition curve with a large enough effect; inconclusive = small, poorly fitted or top-dose-only effect; inactive = no such curve, though single readings can be large or run the other way; tested in mouse RAW 264.7 cells; also: % is scaled to controls: 0 for no effect and ±100 for the full control effect; nearly all actives have a fitted effect of over 55% in size
FLuc counter = qHTS profiling assay for firefly luciferase inhibitor/activator using purifed enzyme and Km concentrations of substrates (counterscreen for miR-21 project) | 360,000 tested, 6.9% active | Luciferin 4-monooxygenase (Photinus pyralis), P08659 | AID 588342, 2011 | purified FLuc, Km substrates, luminescence inhibition | Potency, µM (highest dose often 57.5 µM), without a hit: at the highest dose activity change, negative = inhibition, hits mostly inhibitors;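 also: plate controls were vehicle for no effect and reference inhibitor for full effect; nearly all actives have a fitted effect of over 55% in size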
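Purified P. pyralis luciferase (10nM final) with 10uM D-luciferin and 10uM ATP (Km levels) in 50mM Tris acetate pH 7.5, 10mM Mg acetate, 0.01% Tween-20, 0.05% BSA; qHTS 6-point titration, ~60 µM downward; luminescence read.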
Starred values were filed as active, the others as inactive; ? = inconclusive; nt = not tested or not shown; [ ] = another dose, or the depositor's remark. Unless noted, calls follow the shape of the dose curve; as a rule, active = well fitted curve in the direction sought with a large enough effect; inconclusive = small, poorly fitted or top-dose-only effect, or another doubt; inactive = no such curve, though single readings can be large; an effect the other way counts as inactive or inconclusive. Potency is read from the fitted curve at half-maximal effect. This is a random part of the collection, and some 13% of all compounds hit somewhere here.

SMILES | Gal4-VP16 FLuc | MBNL1 CUG block | BRCA1 expr act | NPC1 prom act | Rab9 prom act | ELG1 genotoxic | p53 reactivator | RORgamma inh | uPA generation | FLuc counter
Cc1ccc(-n2nnnc2SCC(=O)NC(C(=O)O)(c2ccccc2)c2ccccc2)cc1C | -0.2% | 2.8% | 14.4% | -5.2% | -0.2% | 0.0% | -0.3% | 11.0% | 0.5% | ?
CN(CC(=O)Nc1ccccc1Br)C(=O)CNC(=O)c1ccc(Oc2ccccc2)cc1 | ? | -15.0% | 52.7% | 18.0% | 1.7% | -0.5% | -1.8% | ? | -6.2% | 15.1µM*
COc1ccc(CCNC(=O)CSc2nnnn2Cc2ccc3c(c2)OCO3)cc1OC | -3.8% | 7.0% | -12.3% | 0.3% | 7.5% | 1.6% | -4.0% | 0.9% | 5.1% | 2.2%
Cc1cccc(NC(=S)NC2CCSc3ccccc32)c1 (stereo not given) | 5.62µM* | 1.6% | -2.8% | -2.7% | -7.1% | -18.5% | 12.5% | 3.55µM* | -0.9% | -0.9%
Cc1c(C(=O)O)sc2nc(-c3cccs3)cc(C(F)(F)F)c12 | -3.8% | 45.5%[activator] | -36.1% | -7.1% | -7.7% | -8.9% | -0.4% | 8.9% | -3.1% | -0.2%
c1ccc(Oc2ncnc3oc(-c4ccccc4)cc23)cc1 | -0.4% | 7.5% | 22.0% | 10.8% | 13.6% | 7.5% | -3.2% | 6.5% | 3.5% | -2.2%
FC(F)(F)c1cc(Cl)c2nnc(-c3ccccn3)n2c1 | -5.1% | 13.6% | -11.7% | -1.0% | -2.6% | 9.7% | -6.5% | -12.9% | -6.1% | -1.5%
CC(CCc1ccccc1)NC(=O)COC(=O)c1ccc(NC(N)=O)cc1 (stereo not given) | -4.2% | -2.5% | -1.2% | -3.9% | -0.5%[1.84 µM] | -0.3% | -3.6% | -0.8% | -20.9% | 0.5%
COc1ccccc1OCCC(=O)Nc1cccc(S(=O)(=O)N2CCCCC2)c1 | -11.6% | -1.0% | -17.0% | 0.1% | -3.9% | -1.6% | -4.2% | 38.9% | -2.3% | -9.1%
O=C(CN1c2ccccc2Sc2ccccc21)N/N=C/c1ccccc1 | -0.3% | 3.2% | -52.2% | -11.8% | -8.0% | -5.8% | 3.0% | 8.9% | 11.7% | -1.2%
Cc1cccc(NC(=O)C2(c3ccc([N+](=O)[O-])cc3)CCCC2)c1 | 13.7% | ? | -34.1% | -3.3% | -2.3% | 0.3% | 0.9% | 23.2% | -4.8% | 2.6%
Cc1ccc(NC(=O)/C=N/OCC(=O)NCc2ccccc2Cl)cc1 | -5.0% | 0.8% | 18.4% | -4.3% | -0.3% | 0.8% | -2.7% | 17.1% | 3.8% | ?
Cc1ccc(S(=O)(=O)N2CCOCC2)cc1C(=O)N1CCc2ccccc21 | nt | nt | -0.9% | nt | nt | -0.7% | -9.6% | nt | -4.5% | nt
CCCc1cc(-c2n[nH]c(C)c2-c2ccc(C(=O)OCC)o2)c(O)cc1O | 1.2% | -5.2% | -36.3% | -3.6% | 0.5% | -12.5% | -19.3% | ? | nt | -1.9%
CCOC(=O)Cn1cnc2c(cnn2-c2ccc(Cl)cc2)c1=O | -8.6% | -2.9% | 61.1% | 20.8% | ? | 3.1% | 38.5% | 0.9% | -0.3% | ?
CCOC(=O)CN(C(=O)CCC(=O)Nc1cc(C)on1)C(C(=O)NC1CCCC1)c1cccnc1 (stereo not given) | -1.3% | -9.4% | -13.7% | -3.2% | 0.8% | 2.1% | 0.2% | 1.8% | 0.3% | 1.1%
COc1ccccc1N(C(=O)c1snc(C(N)=O)c1N)C(C(=O)NCc1ccccc1)c1ccc(C)o1 (stereo not given) | 18.8% | 42.9%[activator] | -50.4% | -4.8% | -8.8% | -3.4% | -8.0% | 13.9% | 3.1% | 0.9%
O=C(NNC(=O)C(c1ccccc1)c1ccccc1)c1cccs1 | ? | -3.2% | -23.6% | -5.3% | -1.1% | 0.2% | -8.4% | -34.2% | 2.2% | 2.7%
Cc1cc(NC(=O)CSc2nc(-c3ccccc3Cl)nc3c2c(=O)n(C)c(=O)n3C)no1 | -4.0% | 7.0% | -14.5% | -6.5% | -8.7% | 0.0% | 0.0% | -24.9% | -0.2% | 3.7%
O=C(NCC1CCCO1)c1ccccc1NS(=O)(=O)c1cc([N+](=O)[O-])ccc1Cl (stereo not given) | nt | nt | -56.0% | nt | nt | -4.8% | -8.1% | nt | 5.7% | nt
COc1ccc(-c2cc(C(=O)N3CCCCCC3)c3ccccc3n2)cc1 | nt | nt | -19.2% | 0.3% | 0.4% | -1.1% | 2.1% | nt | ? | 6.75µM*

6 records drawn at random from those above, as already listed:
SMILES | Gal4-VP16 FLuc | MBNL1 CUG block | BRCA1 expr act | NPC1 prom act | Rab9 prom act | ELG1 genotoxic | p53 reactivator | RORgamma inh | uPA generation | FLuc counter
Cc1c(C(=O)O)sc2nc(-c3cccs3)cc(C(F)(F)F)c12 | -3.8% | 45.5%[activator] | -36.1% | -7.1% | -7.7% | -8.9% | -0.4% | 8.9% | -3.1% | -0.2%
CN(CC(=O)Nc1ccccc1Br)C(=O)CNC(=O)c1ccc(Oc2ccccc2)cc1 | ? | -15.0% | 52.7% | 18.0% | 1.7% | -0.5% | -1.8% | ? | -6.2% | 15.1µM*
Cc1ccc(S(=O)(=O)N2CCOCC2)cc1C(=O)N1CCc2ccccc21 | nt | nt | -0.9% | nt | nt | -0.7% | -9.6% | nt | -4.5% | nt
c1ccc(Oc2ncnc3oc(-c4ccccc4)cc23)cc1 | -0.4% | 7.5% | 22.0% | 10.8% | 13.6% | 7.5% | -3.2% | 6.5% | 3.5% | -2.2%
CC(CCc1ccccc1)NC(=O)COC(=O)c1ccc(NC(N)=O)cc1 (stereo not given) | -4.2% | -2.5% | -1.2% | -3.9% | -0.5%[1.84 µM] | -0.3% | -3.6% | -0.8% | -20.9% | 0.5%
Cc1cc(NC(=O)CSc2nc(-c3ccccc3Cl)nc3c2c(=O)n(C)c(=O)n3C)no1 | -4.0% | 7.0% | -14.5% | -6.5% | -8.7% | 0.0% | 0.0% | -24.9% | -0.2% | 3.7%

Screening data: PubChem, National Center for Advancing Translational Sciences (NCATS)
